# Compound activity deposited in PubChem by several laboratories.
# SRC2 TRFRET art: flags TR-FRET format artefacts in PPARgamma SRC-2 recruitment agonist screen; TR-FRET artefact counter-screen; stronger effect = higher value; TR-FRET ratio at 8 µM; actives 0.4% (n = 200,000); AID 1049; in the data active means TR-FRET ratio above about 2000; further: inactives centre near 1500; reference of the scale not given here
# ROMK mod: human ROMK K+ channel modulation, primary screen; P48048; Tet-inducible ROMK, thallium flux fluorescence; actives lie on both sides; B-score at 10 µM; actives 2% (n = 130,000);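 active means signal ratio slope over the read window, or its plate-corrected B-score, at least 3 SD from the plate mean, either direction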;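 further: B-score of the F/F0 ratio slope over 7 to 12 s after thallium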
# Target sequence (P48048 whole entry, looked up): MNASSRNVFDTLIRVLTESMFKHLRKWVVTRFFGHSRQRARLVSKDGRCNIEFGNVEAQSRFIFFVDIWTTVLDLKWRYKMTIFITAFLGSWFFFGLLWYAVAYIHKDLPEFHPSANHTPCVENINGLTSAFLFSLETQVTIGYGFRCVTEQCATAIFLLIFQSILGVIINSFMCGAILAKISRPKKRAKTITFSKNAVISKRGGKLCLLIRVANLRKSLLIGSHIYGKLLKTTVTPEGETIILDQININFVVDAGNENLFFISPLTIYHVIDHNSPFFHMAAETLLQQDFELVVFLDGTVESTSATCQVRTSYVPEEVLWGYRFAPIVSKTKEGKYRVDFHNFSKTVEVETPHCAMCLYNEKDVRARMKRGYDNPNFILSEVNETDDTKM
# STAT3 blocker: inhibitors of IL-6 induced STAT3 signaling; U3A cells, IL-6 STAT3-luciferase reporter, luminescence; host cell line lacks STAT1; inhibition, % at 5.5 µM; actives 0.89% (n = 190,000);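 active means inhibition above the mean inhibition across all screened compounds plus 3 SD, cut at about 44% in these data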;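 further: 0% = DMSO only wells and 100% = 100 µM nifuroxazide control wells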
# STAT3 activator: STAT3 signaling activation. activation (% of control), % at 5.6 µM. actives 0.91% (n = 190,000). U3A cells, IL-6 STAT3-luciferase reporter, luminescence; 100% = signal with IL-6 EC80 alone;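 active means activation above the screen-wide mean of compound activation plus 3 SD, cut at about 130% in these data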;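 further: 0% = background luminescence of wells with medium and substrate only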
#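 Material: human U3A cells carrying STAT3-luciferase construct. Measured by: reporter luminescence signal. Timing: compound 1 h, then IL-6 6 h at 37 °C.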
# RAM inhibit: yeast RAM network inhibition | inhibition, % at 50 µM | AID 868 | S. cerevisiae dse1pr::URA3 reporter, 5-FOA growth OD615, 2 d; analog-sensitive cbk1-as2 kinase mutant strain | actives 1.8% (n = 190,000);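 active means inhibition above a set limit, 3 SD over mean compound inhibition, cut at about 8.4% in these data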;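 further: 0% = DMSO-only wells with no growth and 100% = 10 µM 1-NA-PP1 full growth; inhibition rescues growth on 5-FOA so higher OD means more RAM inhibition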
# PPARg SRC3 recr: promotes SRC-3 coactivator recruitment by human PPARgamma; P37231; actives 0.26% (n = 200,000); activation, % at 8 µM; AID 731; biochemical PPARgamma/SRC-3 coactivator recruitment assay; in the data active means activation above about 23%;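 further: 0% = DMSO and 100% = reference agonist; some compounds past the cut are filed as inactive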
# Target sequence (P37231 whole entry, looked up): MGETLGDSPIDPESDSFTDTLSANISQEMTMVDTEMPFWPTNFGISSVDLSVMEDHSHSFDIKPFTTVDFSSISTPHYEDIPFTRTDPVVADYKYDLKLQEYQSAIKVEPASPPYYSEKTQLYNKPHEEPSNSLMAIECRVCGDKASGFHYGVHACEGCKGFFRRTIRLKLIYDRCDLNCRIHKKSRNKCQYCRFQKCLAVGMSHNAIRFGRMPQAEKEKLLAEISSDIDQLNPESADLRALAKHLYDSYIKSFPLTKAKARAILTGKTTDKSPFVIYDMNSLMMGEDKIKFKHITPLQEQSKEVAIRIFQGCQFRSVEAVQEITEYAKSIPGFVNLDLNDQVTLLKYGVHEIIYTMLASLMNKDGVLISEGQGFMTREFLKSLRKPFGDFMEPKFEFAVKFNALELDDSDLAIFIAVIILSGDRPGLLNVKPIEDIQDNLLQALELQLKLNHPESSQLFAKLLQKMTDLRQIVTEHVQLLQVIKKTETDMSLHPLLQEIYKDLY
# TLR4-MyD88 BLA: blocks binding of human TLR4 to MyD88 | inhibition, % at 8.4 µM | O00206+Q99836 | actives 0.18% (n = 200,000) | HeLa CL3-4 TLR4/MyD88 BLA complementation, FRET ratio; in the data active means inhibition above about 25%;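 further: 0% = vehicle and 100% = reference inhibitor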
# STAT1 inh: STAT1 signaling inhibition; actives 0.35% (n = 200,000); NIH 3T3 STAT1-luciferase reporter, IFN-gamma, luminescence; inhibition, % at 5.5 µM;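 active means inhibition above a set limit, the mean inhibition across all tested compounds plus 3 SD, cut at about 34% in these data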;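 further: 0% = IFN-gamma with DMSO and 100% = IFN-gamma with 300 µM nifuroxazide; values of inactives mirror those of a sister screen read the other way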
# S1P3 antagonist: antagonists of human S1P3 receptor | CHO S1P3 NFAT-BLA reporter, FRET fluorescence, antagonist mode | actives 0.27% (n = 170,000) | Q99500 | inhibition, % at 4.98 µM | AID 485;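 active means inhibition above the plate cutoff, the mean inhibition of test wells on that plate plus 3 SD, cut at about 28% in these data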;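 further: cells challenged with S1P at its EC80 of 0.8 µM; blue over green emission ratio from cleaved BLA substrate after 4 h stimulation; 0% = S1P-stimulated wells and 100% = unstimulated DMSO-only wells; some compounds past the cut are filed as inactive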
# PPARg SRC2 recr: PPARgamma-driven SRC-2 recruitment agonism; P37231; PPARgamma LBD-SRC-2 recruitment, biochemical; activation, % at 8 µM; actives 0.34% (n = 200,000); AID 1032; in the data active means activation above about 22%;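 further: 0% = vehicle and 100% = reference agonist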
# PPARg SRC-1 ag: promotes SRC-1 coactivator recruitment by human PPARgamma; P37231; PPARgamma-SRC-1 coactivator recruitment biochemical assay; activation, % at 8 µM; actives 0.41% (n = 200,000); AID 631; in the data active means activation above about 19%;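 further: 0% = DMSO and 100% = reference agonist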
# Starred values were filed as active, the others as inactive; . = no result given. No enrichment for hits; overall some 5.6% were active at least once.
SMILES,SRC2 TRFRET art,ROMK mod,STAT3 blocker,STAT3 activator,RAM inhibit,PPARg SRC3 recr,TLR4-MyD88 BLA,STAT1 inh,S1P3 antagonist,PPARg SRC2 recr,PPARg SRC-1 ag
CC(=O)c1cccc(NC(=O)c2nc(-c3ccccc3)oc2C)c1,1440,0.188,9.2,93.6,2.9,2.4,0.3,-10.9,-12.0,1.5,7.7
CCOC(=O)c1cc(C(=O)Nc2ccc(C)c(F)c2)nn1C,1700,.,-18.5,115.7,5.2,2.2,11.3,-39.6,.,5.3,5.2
COc1ccc(/C=N/Nc2nc(N3CCCC3)nc(N3CCCC3)n2)cc1O,1644,.,-1.8,105.7,1.5,-5.8,-11.3,-6.8,.,1.7,-0.7
Cc1cc(Cl)ccc1NC(=S)NCc1cccs1,1574,.,5.6,98.7,0.5,7.5,12.6,4.9,.,0.8,0.2
CCCCOC(=O)CCc1nc2ccccc2[nH]1,1577,-0.655,9.0,98.6,2.3,11.8,-15.8,7.3,.,0.8,1.6
CC1CCN(S(=O)(=O)c2cn(CC(=O)N3CCN(C)CC3)c(=O)c3ccccc23)CC1,1535,.,3.1,101.5,-0.5,-13.1,-15.0,10.0,6.6,1.9,-1.7
c1ccc(CNc2ccc3ccccc3n2)nc1,1497,0.338,28.1,80.9,0.7,-4.7,0.6,-55.7,15.3,-4.8,-8.0
COc1cccc(OCc2nnc(SCC(=O)OCc3ccccc3)o2)c1,1578,-0.28,-2.2,104.2,7.6,4.7,-0.5,0.2,13.6,0.1,1.9
O=C(Oc1c(Cl)cc(Cl)c2cccnc12)c1cccc([N+](=O)[O-])c1,1441,-0.287,0.1,100.2,-0.6,3.0,2.7,-0.9,0.5,-7.2,-4.1
COc1ccc(-c2cnn3c(N)c(S(=O)(=O)c4ccccc4)cnc23)cc1,1526,.,10.2,96.3,3.9,4.7,-14.7,-6.5,.,-5.1,4.7
Cc1ccc(NS(=O)(=O)c2ccc(Cl)c(C(=O)O)c2)cc1S(=O)(=O)N1CCOCC1,1628,.,2.6,93.7,2.8,-1.4,-1.4,-2.9,0.8,5.6,8.0
CCCC(O)(CCN1CCOCC1)c1ccc(Br)cc1 (configuration not stated),1523,.,12.0,94.3,0.0,1.7,5.4,-4.3,-9.8,3.4,-1.9
S=c1[nH]nc(-c2cccnc2)n1/N=C/C=C/c1ccco1,1632,-0.427,14.0,92.4,3.5,0.0,3.8,-0.2,2.0,-2.2,7.7
COc1ccc(C(=O)Nc2ccccc2C(=O)NC(Cc2ccc(O)cc2)C(=O)NNC(=O)c2ccccc2)cc1 (configuration not stated),1588,0.00979,12.6,88.0,2.3,6.0,-9.0,-0.6,-12.3,10.2,4.7
CCOc1cc(N2CCOCC2)c(OCC)cc1NC(=S)NCCCOC,1656,0.271,1.9,100.1,0.2,2.3,7.6,-5.2,-21.7,3.7,6.8
N#CC1=C(N)SC(N)=C(C#N)C1Cc1ccccc1,1727,.,5.3,98.7,1.1,12.5,-15.7,15.8,6.6,0.4,3.6
O=c1cc(CSc2ccccc2)nc(-c2ccncc2)[nH]1,1518,0.894,-3.7,104.2,-0.1,-1.7,-9.3,-3.2,-3.7,5.8,1.3
COc1nc(NCc2ccc(Cl)cc2)nc(OC)n1,1638,.,13.0,94.4,2.0,19.9,8.0,-3.3,-42.0,3.8,5.5
CC1C2CC(CC1(C)C)N(C(=O)Nc1ccc3nccnc3c1)C2 (configuration not stated),1469,.,2.9,98.2,0.5,5.8,8.3,-4.5,17.3,-5.8,-5.2
CCOC(=O)CSc1ncc(-c2ccccc2)cn1,1560,.,7.1,99.9,1.4,3.8,-10.5,-1.6,.,-1.7,-6.5
O=C(NCc1ccco1)NC1CCCCC1,1577,0.905,2.3,99.0,1.9,5.0,-3.2,5.7,.,13.2,4.6
Cc1ccc(C(=O)COC(=O)c2ccncc2)cc1[N+](=O)[O-],1578,-0.884,2.9,99.8,0.8,3.3,-16.6,-2.6,-1.6,4.4,6.2
O=C(c1cnn2c(C(F)(F)F)cc(-c3ccccc3)nc12)N1CCOCC1,1469,.,4.0,102.1,0.0,-8.6,-5.4,-3.8,17.4,-2.1,4.9
Cc1ccc(-c2ccc(/C=N/N3C(=O)C4C5C=CC(CC5)C4C3=O)o2)c([N+](=O)[O-])c1 (configuration not stated),1509,-0.608,9.3,96.8,1.6,7.8,5.3,-1.7,.,6.5,2.5
CCc1nc(C)cn1S(=O)(=O)c1ccc(Cl)c(Cl)c1Cl,1284,.,35.4,75.9,0.3,-2.3,16.2,13.9,12.0,-3.6,3.1
# (list continues)
SMILES,SRC2 TRFRET art,ROMK mod,STAT3 blocker,STAT3 activator,RAM inhibit,PPARg SRC3 recr,TLR4-MyD88 BLA,STAT1 inh,S1P3 antagonist,PPARg SRC2 recr,PPARg SRC-1 ag
O=C(O)C1CCN(C(=O)OCc2ccccc2)CC1,1618,.,-15.3,117.5,0.4,15.3,11.2,-27.8,.,-2.5,-0.3
Cc1c(CNCC(C)c2ccccc2)c(C(=O)O)c(C)n1Cc1ccccc1 (configuration not stated),1405,-0.109,0.0,103.9,0.0,3.6,6.0,0.0,-13.7,14.5,4.0
CCOC(=O)Cn1c(S(=O)(=O)Cc2cccc(F)c2)nc(-c2ccccc2)c1-c1ccccc1,1695,.,9.5,99.6,5.3,3.9,-6.4,1.2,.,2.7,4.6
CCOc1ccc2c(c1)C(c1ccc(C)o1)=NNC(c1ccncc1)=N2,1777,-0.396,14.8,92.9,1.8,-1.7,-7.2,3.9,-10.2,-7.8,-3.3
CCCNC(=O)c1oc2ccc3c(c2c1C)C(=O)CC(C)(C)O3,1613,-0.843,5.5,99.1,2.7,-0.8,8.2,-48.5,.,11.4,-2.5
COCc1nnc(NS(=O)(=O)c2ccc(NC(C)=O)cc2)s1,1505,0.269,-8.2,107.6,-0.4,-5.2,-3.0,3.1,-23.4,6.2,5.8
CCCn1nc(C(=O)Nc2ccc3nc(C)sc3c2)c2ccccc2c1=O,1601,-0.719,0.8,97.3,1.9,4.9,-6.2,4.8,-4.9,5.7,2.2
COc1cccc(N2CCN(c3cnc4ccccc4n3)CC2)c1,1629,-0.172,8.2,94.9,-0.4,2.5,-9.9,-40.7,7.3,-5.3,6.2
Cn1c(N)c(C(=O)COC(=O)c2ccc(Br)o2)c(=O)n(C)c1=O,1597,.,10.7,94.2,-0.5,7.2,-11.3,-5.7,.,3.5,6.5
CN1CCC(=NOc2ccc([N+](=O)[O-])cc2)CC1,1422,-0.469,-5.6,106.7,1.0,2.5,1.1,-22.0,-16.1,4.2,4.9
Cc1cccc(NC(=S)NC2CCCCC2)n1,1562,1.59,13.2,93.1,0.8,2.4,-11.3,4.0,-10.7,9.1,2.2
Cc1ccccc1NC(=O)C1CCCN1S(=O)(=O)c1cccc2cccnc12 (configuration not stated),1435,.,-3.9,110.8,0.5,-5.5,4.1,1.4,-0.7,-6.3,0.3
CCCCCCOC(=O)Nc1ccc(S(=O)(=O)Nc2cccc([N+](=O)[O-])c2)cc1,1602,-0.0284,-10.6,106.7,3.8,2.8,-0.2,3.4,2.9,1.3,-3.0
CS(=O)(=O)c1nc(-c2cccs2)cc(C(F)(F)F)n1,1598,-4.25*,12.6,89.5,-1.7,4.2,24.6,50.0*,.,8.8,12.4
COc1ccc([N+](=O)[O-])cc1NC(=O)C1(c2ccc(OC)c(OC)c2)CCOCC1,1700,.,-3.8,107.4,-0.4,3.2,9.1,-4.1,8.7,1.1,6.9
OCCN=C1CCCc2c1[nH]c1ccc(Br)cc21,1789,.,-0.2,100.5,-0.6,11.8,-9.2,0.7,.,13.8,18.9*
COc1ccc(CCNC(=O)c2cc(-c3cc(C)c(C)cc3O)n[nH]2)cc1OC,1417,.,5.5,97.1,1.8,0.2,4.4,-10.1,-33.2,1.0,6.9
Oc1ccc(-c2nnc(-c3ccccc3)c(-c3ccccc3)n2)cc1,1641,.,10.6,90.3,2.6,0.3,-0.7,-20.9,12.9,-0.4,-3.8
COc1ccccc1NC(=O)c1ccc(CSc2ncccn2)cc1,1538,-0.641,29.9,79.5,-0.1,5.0,-11.0,-3.1,3.8,9.3,5.0
O=C(CN1CCN(C(=O)c2ccco2)CC1)Nc1cc(C(F)(F)F)ccc1Cl,1620,-0.204,20.0,89.2,-0.6,12.7,-2.5,9.8,-31.3,15.6,1.2
COc1ccc2cc3c(N)c(C(=O)N4CCCC4)sc3nc2c1,1671,-2.21,17.7,90.3,3.0,14.4,15.4,-62.2,-1.5,18.1,9.4
Nc1nnc(SCc2ccccc2)n1-c1ccccc1,1565,.,0.6,101.7,0.1,0.4,-6.5,-1.9,.,15.4,3.3
Cc1cccc(-n2c(O)c(C=NCCCN3CCOCC3)c3ccccc3c2=O)c1,1637,-0.428,11.6,93.4,1.9,-1.3,5.6,2.2,-17.5,0.4,9.2
CCCCC(=O)Nc1cccc(C(=O)N/N=C/c2ccc(OC)cc2OC)c1,1681,0.131,7.0,94.3,0.9,3.8,-4.2,6.7,-8.3,4.0,5.6
CN(Cc1ccccc1)C(=O)c1[nH]cnc1C(=O)N[C@@H](CCCCNC(=O)OC(C)(C)C)C(=O)OC(C)(C)C,1622,.,.,.,0.8,0.3,-11.2,-1.8,-28.4,7.3,14.2
Cc1cc(NC(=O)c2ccc3c(c2)C(=O)N(C(C)(C)C)C3=O)no1,1448,-1.14,17.4,94.0,2.4,-2.6,-7.7,-2.6,-5.4,-1.0,-5.2
Cc1ccc(SCC(=O)Nc2cc(C)on2)cc1,1326,-0.723,-10.8,106.2,2.3,2.8,0.3,-5.8,.,-2.3,4.1
Cc1cccc(OCc2nc(C#N)c(NCCN(C)C)o2)c1,1502,.,0.7,98.7,-0.7,8.9,-7.9,-6.6,-12.7,-3.3,10.7
Nc1cc(-c2nn[nH]n2)ccc1F,1317,.,9.6,95.1,2.6,-10.6,-7.0,4.8,-36.4,-2.5,-2.0

# Copied from above, 5 compounds:
SMILES,SRC2 TRFRET art,ROMK mod,STAT3 blocker,STAT3 activator,RAM inhibit,PPARg SRC3 recr,TLR4-MyD88 BLA,STAT1 inh,S1P3 antagonist,PPARg SRC2 recr,PPARg SRC-1 ag
O=C(Oc1c(Cl)cc(Cl)c2cccnc12)c1cccc([N+](=O)[O-])c1,1441,-0.287,0.1,100.2,-0.6,3.0,2.7,-0.9,0.5,-7.2,-4.1
COc1ccc(-c2cnn3c(N)c(S(=O)(=O)c4ccccc4)cnc23)cc1,1526,.,10.2,96.3,3.9,4.7,-14.7,-6.5,.,-5.1,4.7
Cc1ccc(NS(=O)(=O)c2ccc(Cl)c(C(=O)O)c2)cc1S(=O)(=O)N1CCOCC1,1628,.,2.6,93.7,2.8,-1.4,-1.4,-2.9,0.8,5.6,8.0
CCCC(O)(CCN1CCOCC1)c1ccc(Br)cc1 (configuration not stated),1523,.,12.0,94.3,0.0,1.7,5.4,-4.3,-9.8,3.4,-1.9
S=c1[nH]nc(-c2cccnc2)n1/N=C/C=C/c1ccco1,1632,-0.427,14.0,92.4,3.5,0.0,3.8,-0.2,2.0,-2.2,7.7
